Assay outcomes as filed in PubChem BioAssay.
ARFGAP1 inhibitor: inhibits rat ARF GTPase activating protein 1. Q62848. Arfgap1-stimulated ARF1 GTP hydrolysis, GDP FP detection. inhibition, % at 16.5 µM. 360,000 compounds, 0.26% hits;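 active = inhibition above a per-plate limit, mean inhibition of low control wells plus 3 SD, cut at about 25% in these data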;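 note: 0% = DMSO wells with enzyme and 100% = wells lacking Arfgap1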
Target sequence (Q62848 1-136 limits assumed): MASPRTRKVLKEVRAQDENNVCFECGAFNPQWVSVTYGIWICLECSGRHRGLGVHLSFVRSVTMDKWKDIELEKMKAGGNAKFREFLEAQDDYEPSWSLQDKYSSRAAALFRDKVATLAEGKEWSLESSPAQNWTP
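System: truncated rat Arfgap1 GAP domain / Benchmarks: high control wells lacking Arfgap1, low control full reaction with DMSO / Times: compound-enzyme preincubation 20 min, reaction 120 min, detection 60 min, 25 °C / Repeats: one replicate per compound / Also added: human ARF1(Δ1-17)-GTP substrate / Measured by: Tracer-displacement fluorescence polarization with EDTA stop, 620/688 nm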
NPR1 activator: GC-A (human) enzyme activation. HEK293 GC-A cells, cGMP TR-FRET, EC30 ANP; 0% at EC30 ANP, 100% saturating ANP. P16066. 370,000 compounds, 0.14% hits. activation, % at 10 µM. AID 1671463; in the data active = activation above about 40%
KLK7 zymogen act: proKLK7 (human) activation, primary screen; P49862; purified proKLK7, EDANS-DABCYL substrate fluorescence; 100% is mature enzyme control, 0% vehicle; activation, % at 7 µM; 370,000 compounds, 0.9% hits; AID 652039;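 active = activation above the mean of all tested compounds plus 3 SD, computed per campaign excluding outliers beyond control limits, cut at about 13% in these data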
Target sequence (P49862 whole entry, looked up): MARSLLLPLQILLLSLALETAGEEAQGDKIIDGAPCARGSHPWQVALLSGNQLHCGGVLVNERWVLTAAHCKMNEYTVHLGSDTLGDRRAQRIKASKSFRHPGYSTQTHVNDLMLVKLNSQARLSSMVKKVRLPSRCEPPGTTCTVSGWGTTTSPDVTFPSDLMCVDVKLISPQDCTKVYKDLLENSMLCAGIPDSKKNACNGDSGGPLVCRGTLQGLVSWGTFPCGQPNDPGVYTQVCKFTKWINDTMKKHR
ASAP1 inh: ASAP1 ArfGAP inhibition. Q9ULH1. inhibition, % at 16.5 µM. ASAP1-stimulated ARF1 GTP hydrolysis, GDP FP detection. 360,000 compounds, 0.19% hits; in the data active = inhibition above about 25%;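 note: 0% = vehicle with enzyme and substrate and 100% = no enzyme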
Tn6 DDE FP: disrupts Tn6 cyclic peptide binding to fibrin D-Dimer-E complex | P02675 | Fibrin DD(E) TRITC-Tn6 fluorescence polarization displacement | inhibition, % at 8.3 µM | 370,000 compounds, 0.21% hits | AID 720509;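 active = inhibition above a per-campaign cutoff: mean of compounds within control limits plus 3 SD, cut at about 15% in these data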;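 note: 0% = median of all compound wells on the plate and 100% = blocking peptide control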
GC-B act: GC-B (human) receptor activation | AID 1920062 | 370,000 compounds, 0.11% hits | HEK293-GC-B cells, CNP EC30, cGMP TR-FRET; 0% at EC30 CNP, 100% saturating CNP | activation, % at 10 µM;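 active = activation at 10 µM reaching about 35% in either raw or pattern-adjusted values, limit read from the data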
ADAM10 inh: inhibits human ADAM10; recombinant ADAM10, EDANS/DABCYL FRET peptide cleavage, 3 h; inhibition, % at 7 µM; 370,000 compounds, 0.62% hits; O14672; AID 720582;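 active = inhibition above a per-campaign cutoff equal to the mean of compounds falling between control-based bounds plus 3 SD, cut at about 20% in these data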;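 note: 0% = DMSO wells while the 100% control is not disclosed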
Target sequence (O14672 214-748 limits assumed): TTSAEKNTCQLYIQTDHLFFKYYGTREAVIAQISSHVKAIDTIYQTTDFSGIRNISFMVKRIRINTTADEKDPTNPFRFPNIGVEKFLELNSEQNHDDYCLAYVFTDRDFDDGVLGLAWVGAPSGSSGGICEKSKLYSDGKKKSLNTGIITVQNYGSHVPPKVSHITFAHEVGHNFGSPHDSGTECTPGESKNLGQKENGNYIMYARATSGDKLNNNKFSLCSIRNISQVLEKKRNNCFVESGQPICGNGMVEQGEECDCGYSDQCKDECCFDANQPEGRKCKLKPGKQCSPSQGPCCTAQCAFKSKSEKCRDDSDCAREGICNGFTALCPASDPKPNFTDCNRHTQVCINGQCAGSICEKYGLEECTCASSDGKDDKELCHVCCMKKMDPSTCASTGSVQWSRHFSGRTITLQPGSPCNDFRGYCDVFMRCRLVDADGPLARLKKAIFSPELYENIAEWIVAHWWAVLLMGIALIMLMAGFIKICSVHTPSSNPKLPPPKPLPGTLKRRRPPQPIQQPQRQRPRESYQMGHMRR
rCAG binder: r(CAG) repeat RNA binding. inhibition, % at 3 µM. TO-PRO-1 dye displacement fluorescence. 370,000 compounds, 1.3% hits;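 active = inhibition above the plate cutoff, the mean of all test compounds on that plate plus 3 SD, cut at about 35% in these data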;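 note: 0% = DMSO alone and 100% = 100 µM mitoxantrone as full dye displacement; higher means more dye released from RNA so lower well fluorescence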
FXN GAA850 act: activators of GAA850 frataxin (FXN) promoter; HEK293 lucGAA850 FXN promoter luciferase reporter, 24 h; percent of 10 µM SAHA response; activation, % at 6 µM; 360,000 compounds, 0.56% hits;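 active = activation above the average of all compounds screened plus 3 SD, cutoff fixed separately per campaign, cut at about 7.5% in these data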;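 note: 0% = DMSO wells and 100% = 10 µM SAHA wells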
HGIII-sPLA2 inh: Blocks human group III sPLA2 activity; Q9NZ20; QFRET BODIPY PC-A2 liposome hydrolysis, fluorescence; inhibition, % at 12.2 µM; 370,000 compounds, 0.56% hits; AID 743126;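 active = inhibition above mean plus 3 SD of compounds lying within the high and low control bounds, cut at about 19% in these data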;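 note: 0% = median of test compound wells and 100% = no enzyme DMSO wells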
The depositor's hits bear a star; . = not tested or not shown.

SMILES	ARFGAP1 inhibitor	NPR1 activator	KLK7 zymogen act	ASAP1 inh	Tn6 DDE FP	GC-B act	ADAM10 inh	rCAG binder	FXN GAA850 act	HGIII-sPLA2 inh
Cc1nn(C)c(C)c1NC(=O)c1cc2nc(-c3ccco3)cc(C(F)(F)F)n2n1	-2.1	4.4	4.4	15.5	-9.5	0.9	-119.1	-5.5	1.7	2.9
OCCC1CN(Cc2cnc(-c3ccccc3)s2)CCN1C1CCCC1 (stereo not given)	4.0	-1.1	-0.4	6.2	1.2	5.0	-4.1	-8.4	2.0	-2.8
COc1ccc(CN(C(=O)c2nsc(Cl)c2Cl)C(C(=O)NC2CCCC2)c2ccc(OC)cc2)cc1 (stereo not given)	-3.4	-1.8	0.2	2.4	8.3	-1.3	-4.8	3.2	0.7	5.1
COc1ccc(/C(C)=N/Nc2nc3ccccc3nc2C)cc1OC	19.6	2.9	1.1	6.2	-6.3	1.3	-35.4	-1.4	4.3	8.3
COc1cccc(/C=N/n2c(=O)[nH]c3ccccc32)c1OC	-0.3	-1.3	0.6	3.8	0.7	2.1	6.9	1.2	3.0	-10.7
CC(=O)Nc1ccc(S(=O)(=O)NC2CC(=O)N(c3cccc(F)c3)C2)cc1 (stereo not given)	1.7	-0.2	-0.3	-0.6	-0.5	4.0	-4.5	2.9	0.9	-0.1
Cc1ccc2cc3cc(C(=O)NCc4ccc5c(c4)OCO5)oc3nc2c1	67.6*	-1.7	-0.5	54.1*	-6.0	0.3	-23.2	4.5	-2.4	5.9
Nc1nc2c(ncn2COCCO)c(=O)[nH]1	7.2	33.1	-0.3	-9.7	11.0	30.2	2.6	4.0	-0.1	5.8
O=C(COc1ccc([N+](=O)[O-])cc1Cl)Nc1ccc2[nH]c(=O)[nH]c2c1	6.7	-1.8	0.8	-6.3	5.2	-7.8	-12.2	5.1	0.3	1.7
O=C(c1ccc(CNS(=O)(=O)c2ccc(Br)cc2)cc1)N1CCCCC1	5.8	-2.1	0.2	-10.5	1.2	1.7	1.2	-2.8	-2.6	-5.4

The last five records of the section before are carried over, then new ones follow.
SMILES	ARFGAP1 inhibitor	NPR1 activator	KLK7 zymogen act	ASAP1 inh	Tn6 DDE FP	GC-B act	ADAM10 inh	rCAG binder	FXN GAA850 act	HGIII-sPLA2 inh
CC(=O)Nc1ccc(S(=O)(=O)NC2CC(=O)N(c3cccc(F)c3)C2)cc1 (stereo not given)	1.7	-0.2	-0.3	-0.6	-0.5	4.0	-4.5	2.9	0.9	-0.1
Cc1ccc2cc3cc(C(=O)NCc4ccc5c(c4)OCO5)oc3nc2c1	67.6*	-1.7	-0.5	54.1*	-6.0	0.3	-23.2	4.5	-2.4	5.9
Nc1nc2c(ncn2COCCO)c(=O)[nH]1	7.2	33.1	-0.3	-9.7	11.0	30.2	2.6	4.0	-0.1	5.8
O=C(COc1ccc([N+](=O)[O-])cc1Cl)Nc1ccc2[nH]c(=O)[nH]c2c1	6.7	-1.8	0.8	-6.3	5.2	-7.8	-12.2	5.1	0.3	1.7
O=C(c1ccc(CNS(=O)(=O)c2ccc(Br)cc2)cc1)N1CCCCC1	5.8	-2.1	0.2	-10.5	1.2	1.7	1.2	-2.8	-2.6	-5.4
CN(C)CCNC(=O)Nc1ccc([N+](=O)[O-])cc1	5.4	.	-0.1	4.3	-0.8	.	-4.7	1.0	0.4	7.4
CC/C(=N\NC(=O)Cc1ccc(Br)cc1)c1cccs1	1.2	-0.7	-0.5	11.9	-0.7	-7.0	-8.6	5.1	-0.5	-7.2
O=C(NC1CCCCC1)[C@H](O)[C@@H](O)C(=O)NC1CCCCC1	-3.4	2.9	0.3	-4.3	3.5	-3.2	6.1	3.4	2.2	1.8
CCN(CC(=O)Nc1ccc(NC(C)=O)cc1)C(=O)c1n[nH]c(=O)c2ccccc12	13.8	-1.3	-0.4	-4.7	1.1	0.0	2.5	-3.6	-0.4	-0.4
COc1ccc(NC(=O)COc2cccc3c2OC(C)(C)C3)cc1OC	-5.2	2.4	-1.0	-15.2	4.0	1.6	-2.4	-1.0	-0.6	1.8
COc1ccc(N2CCN(C(=O)CCCCCn3c(=S)[nH]c4ccc(N5CCOCC5)cc4c3=O)CC2)cc1	-0.6	0.9	-3.4	-9.2	-0.1	8.1	-103.2	8.8	-3.3	5.3
CNC(=S)N/N=C(\C)c1ccc(C)c(C)c1	2.3	-1.5	0.2	1.7	-0.3	-1.4	-2.9	-5.0	6.5	14.6
COc1ccc(CNC(=O)O[C@H]2CN(C(=O)OC(C)C)N(C(=O)OC(C)C)[C@@H]3CN(S(=O)(=O)c4ccc(C)cc4)C[C@]23O)cc1OC	9.2	2.1	0.0	17.6	-0.7	1.0	-4.9	1.4	-5.2	-22.6
Cc1ccccc1Nc1nnc(C)c(=O)n1N	-1.6	3.2	0.2	-17.0	-5.5	0.8	-4.3	-0.6	-0.2	1.6
COc1ccc(N2C(=O)CCC(C(=O)NCc3ccccn3)C2c2ccc(F)cc2)cc1 (stereo not given)	5.0	4.4	1.1	-3.6	-7.7	-1.1	-2.1	-6.5	0.0	-2.9
CCc1nc2ccc(C(=O)NCc3ccc4c(c3)OCO4)cn2c1N(C)Cc1cccs1	-2.9	5.3	0.1	-13.3	2.1	1.2	-4.9	2.4	2.1	-5.2
CSc1ccc(C(=O)NC2CCSc3ccccc32)cc1 (stereo not given)	2.7	3.1	0.2	-7.9	-0.4	-0.2	-1.1	1.7	-0.2	-4.9
O=C(c1cc2ccccc2o1)N1CCN(c2ccccn2)CC1	1.2	-6.6	-0.1	9.3	0.3	-1.0	-14.9	-7.6	3.3	1.9
Cc1ccc(OCCCC(=O)N(C)CC(=O)Nc2ccccc2Br)cc1	9.2	-2.4	0.2	4.5	-3.7	6.4	-1.1	-10.2	0.1	1.7
NC(=O)c1c[nH]c2ccccc12	-6.9	1.9	0.1	-13.1	3.6	-2.7	-2.7	2.2	-2.1	-2.7
COC(=O)c1sccc1NC(=O)c1c(F)c(F)c(F)c(F)c1F	12.0	-28.9	0.9	-9.7	0.2	-11.6	4.1	0.2	-1.8	0.3
Cc1csc(C(=O)NCC(=O)NNC(=O)c2cccc(Cl)c2)c1	-8.1	2.2	-0.7	2.8	7.1	-1.3	-3.6	-2.2	-1.0	6.2
Fc1ccc(N2CCN(C(=S)NCC3CCCO3)CC2)cc1 (stereo not given)	-2.0	2.4	0.2	2.5	0.1	0.6	2.2	-3.1	-2.2	8.2
COC(=O)C1(C(=O)OC)C[C@H](c2cccs2)N(Cc2ccccc2OC)[C@@H]1c1ccc(F)cc1	19.5	-7.6	-0.4	6.8	-12.1	-3.2	2.8	7.8	.	-14.5
COc1cc(NC(=O)CCNS(=O)(=O)c2ccc3c(c2)CCC(=O)N3)cc(OC)c1	-0.9	-3.1	0.6	-3.5	6.9	-2.5	-1.9	0.1	1.0	4.4
Cc1coc2cc3oc(=O)c(Cc4ccccc4)c(C)c3cc12	-3.1	-2.2	-6.3	-4.2	1.0	-4.1	-120.2	5.0	2.5	-5.7
COc1cc(C=O)c(Cl)cc1OCC(N)=O	-7.9	-0.4	-2.4	11.6	-0.3	-0.8	-23.4	4.5	1.2	3.0
O=[N+]([O-])c1cccc(-c2noc3c2-c2nc(Cc4cccc5ccccc45)sc2CC3)c1	3.7	-4.0	0.5	3.0	-1.8	1.1	-2.6	3.5	0.9	6.5
CC(C)(C)c1ccccc1NC(=S)NC1CCCC1	-1.2	-1.6	0.5	-4.4	2.7	-1.0	-1.4	-5.8	0.9	14.8
COC(=O)CNC(=O)CNC(=O)c1nn(-c2ccc(OC)c(Cl)c2)c(=O)c2ccccc12	-14.0	1.9	-0.1	13.9	3.8	-2.3	-5.0	5.3	1.2	-3.0
COc1ccc(OC)c(S(=O)(=O)NCCCN2CCOCC2)c1	4.0	0.6	0.3	5.5	5.2	-0.3	6.8	-1.1	-1.1	1.2
Cc1cc(/C=N/NC(=O)C(O)(c2ccccc2)c2ccccc2)c(C)n1-c1cccc(C(=O)O)c1	-1.8	-4.0	-0.9	-0.8	-5.9	-1.8	-17.9	40.7*	0.3	-19.4
CC(C)Nc1nc(Cl)nc(N(C#N)CN2C(=O)c3ccccc3C2=O)n1	-5.1	47.7*	0.8	-11.9	-1.3	48.4*	16.8	4.9	3.0	-6.0
O=C(O)c1ccc(S(=O)(=O)Nc2ccc(F)c(Cl)c2)cc1	12.1	-1.1	0.3	-1.7	-0.8	2.2	-4.8	-0.2	-1.8	-2.2
O=C(CSc1nnc(-c2ccco2)o1)NC(=O)Cc1ccccc1	4.1	-2.4	0.2	-5.0	-5.8	1.9	5.9	5.2	-0.3	3.9
Cc1ccc(NC(=O)C2CC(=O)Nc3ncnn32)cc1Cl (stereo not given)	-7.5	3.9	0.1	5.9	-4.9	3.5	-5.8	-0.8	1.2	2.6
Cc1nc(C)c(C(=O)OCC(=O)N2CCN(c3ccccc3)CC2)s1	9.7	3.5	0.7	-2.8	1.9	3.1	-8.1	-5.2	2.7	12.2
COc1ccc(Cl)cc1-c1nc(SCC(=O)NCCN2C(=O)CSC2=O)n[nH]1	-7.4	-0.2	-0.6	1.9	1.1	-4.1	2.5	6.1	1.3	-30.9
Cc1ccc(C)c(OCCC(=O)Nc2ccc3c(c2)OCO3)c1	-15.5	-1.1	-0.6	-1.9	3.3	-7.9	-3.7	3.1	-0.7	-7.1
CSCC[C@H](NC(=O)N1CCn2c1nc1ccccc12)C(=O)NCc1ccc2c(c1)OCO2	5.5	-8.0	-0.3	3.0	-0.2	0.0	4.6	-3.0	-0.9	-5.7
CCCSc1nnc(C(C)C)n1N	4.4	-0.2	-0.5	-4.4	4.9	-2.0	-11.1	-3.4	-2.5	3.3
COc1cccc(CN2CCN(S(=O)(=O)c3ccc(NC(C)=O)cc3)CC2)c1OC	3.2	0.7	0.2	2.3	-8.3	1.6	-10.4	-0.6	0.4	-1.8
Cc1ccc(S(=O)(=O)c2c(C)cc(C)nc2N2CCOCC2)cc1	6.6	-0.1	-0.2	5.3	-4.2	-0.6	-1.2	-5.2	1.2	4.3
CC(=O)c1c(Cl)nc2cccc3c2c1-c1ccccc1C3=O	0.3	-3.6	0.3	7.0	3.3	-15.1	9.8	-1.6	2.0	0.6
CC1CCCC(NC(=S)NC(=O)c2cncc(Br)c2)C1C (stereo not given)	-4.4	0.3	-0.5	-13.7	5.0	5.7	-0.1	-2.4	2.7	-3.5
O=C(Cc1ccc(NC(=O)C2CCCN(C(=O)C3CCCCC3)C2)cc1)Nc1ccc(C(=O)N2CCOCC2)cc1 (stereo not given)	1.4	4.4	1.0	4.7	2.6	-2.9	1.2	2.7	-0.7	-0.4
O=C(Nc1cccnc1)c1sc2cccc(F)c2c1Cl	-3.3	-4.0	-0.1	7.9	3.9	-7.7	-8.5	3.3	-0.9	-4.4
CCCCCc1nnc(N)s1	6.1	1.2	-0.5	3.5	-2.6	2.9	-3.0	-1.9	3.5	-1.4
O=c1c2ccccc2nc(/C=C/c2cc(Br)ccc2O)n1CCO	4.0	13.2	0.3	27.4*	-13.1	-1.2	-0.8	9.1	-4.4	-14.4
Cc1ccc(S(=O)(=O)NCc2ccccc2)cc1C(=O)NCC1CCCO1 (stereo not given)	-2.5	-3.0	-0.2	3.9	-7.7	2.0	-2.2	-4.6	-0.1	-1.5
